Screens deposited in PubChem BioAssay by several laboratories.
SUMO1-SIM PPI: SUMO1-SIM interaction modulation | P63165 | SUMO1 binding to a labelled peptide, TR-FRET, 1 h | inhibition, % at 20 µM | 0.33% of 360,000 active | AID 602429; in the data active means inhibition above about 37%
Target sequence (P63165 whole entry, looked up): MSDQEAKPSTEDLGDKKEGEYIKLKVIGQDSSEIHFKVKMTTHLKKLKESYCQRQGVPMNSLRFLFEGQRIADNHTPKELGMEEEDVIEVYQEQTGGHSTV
E coli Lon inh: inhibitors of E. coli Lon protease. purified E. coli Lon protease, fluorescence polarization. inhibition, % at 7.94 µM. AID 602123. 0.42% of 360,000 active; in the data active means inhibition above about 13%, passing the limit was not always enough;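 further: 0% = enzyme with probe and DMSO and 100% = no enzyme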
MsrA inhibitor: inhibitors of bovine MsrA. purified bovine MsrA, absorbance read-out. 0.75% of 360,000 active. inhibition, % at 15.5 µM. AID 651718; in the data active means inhibition above about 4.5%;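 further: 0% = vehicle wells with enzyme and 100% = reference inhibitor wells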
DNMT1 inh: inhibitors of human DNMT1; P26358; AID 588458; 0.83% of 360,000 active; DNMT1 molecular beacon, Hinp1I cleavage, fluorescence; inhibition (reported as % activation of signal), % at 10 µM; in the data active means inhibition above about 50%
Tb MetRS inh: Trypanosoma brucei MetRS inhibition; purified T. brucei MetRS, ATP depletion, Kinase-Glo luminescence; inhibition, % at 11.9 µM; 0.4% of 360,000 active;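 active means inhibition above a per-plate cutoff of the control wells' mean inhibition plus 3 SD, cut at about 5.5% in these data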;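 further: 0% = DMSO wells median and 100% = median of wells with control inhibitor compound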
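Material: T. brucei methionyl-tRNA synthetase, purified; reagent: substrates ATP, L-methionine and bulk Escherichia coli tRNA; dosing: 11.9 µM single point; timing: 15 min plus 2 h at 25 °C; detection: luminescence of leftover ATP; evaluation: % inhibition; control set: DMSO-only wells as low control; replicates: singlicate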
NRP1-CendR mod: alters CendR peptide binding to human NRP-1; FAM-RPARPAR peptide binding to NRP-1, fluorescence polarization; 0.85% of 360,000 active; AID 602438; inhibition, % at 25 µM;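 active means inhibition or corrected inhibition above about 18%, plus a signal ratio from 0.5 to 1.5, limit read from the data, passing the limit was not always enough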; further: strong numbers were not always called active
Target sequence (O14786 whole entry, looked up): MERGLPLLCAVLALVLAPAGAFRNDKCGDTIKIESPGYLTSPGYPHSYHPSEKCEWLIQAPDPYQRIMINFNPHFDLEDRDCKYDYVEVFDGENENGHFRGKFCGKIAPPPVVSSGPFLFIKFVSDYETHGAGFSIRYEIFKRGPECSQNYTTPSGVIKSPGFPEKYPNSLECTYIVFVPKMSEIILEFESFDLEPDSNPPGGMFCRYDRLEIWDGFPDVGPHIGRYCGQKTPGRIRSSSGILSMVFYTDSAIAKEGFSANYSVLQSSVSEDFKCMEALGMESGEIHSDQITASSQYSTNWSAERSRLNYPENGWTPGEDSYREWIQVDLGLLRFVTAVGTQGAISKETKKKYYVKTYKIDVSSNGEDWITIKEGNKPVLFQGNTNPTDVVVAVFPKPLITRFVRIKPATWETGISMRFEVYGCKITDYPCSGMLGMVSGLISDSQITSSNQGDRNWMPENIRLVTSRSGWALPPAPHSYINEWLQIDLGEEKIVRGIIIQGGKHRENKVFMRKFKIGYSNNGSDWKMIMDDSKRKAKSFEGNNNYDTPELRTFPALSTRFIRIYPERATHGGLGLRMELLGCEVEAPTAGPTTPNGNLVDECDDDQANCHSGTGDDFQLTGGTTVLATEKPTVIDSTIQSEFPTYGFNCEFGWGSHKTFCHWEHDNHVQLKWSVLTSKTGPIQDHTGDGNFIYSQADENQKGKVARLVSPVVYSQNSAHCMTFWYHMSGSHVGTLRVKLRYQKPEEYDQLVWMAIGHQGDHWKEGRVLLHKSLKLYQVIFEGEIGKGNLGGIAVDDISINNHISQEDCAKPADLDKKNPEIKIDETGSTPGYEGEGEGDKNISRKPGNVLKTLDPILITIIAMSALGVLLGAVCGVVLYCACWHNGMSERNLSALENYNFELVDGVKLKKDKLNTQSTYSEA
bovine MsrA act: activates bovine MsrA enzyme | 0.3% of 360,000 active | activation, % at 10.6 µM | purified bovine MsrA, absorbance read-out; in the data active means activation above about 7.5%;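 further: 0% = vehicle and 100% = reference activator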
LMPTP block: blocks human LMPTP phosphatase; P24666; recombinant LMPTP-A, OMFP fluorogenic substrate, fluorescence intensity; inhibition, % at 20 µM; 0.22% of 360,000 active; AID 651560;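 active means compounds that cut the enzyme signal by at least half of the control window in the single-dose screen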;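 further: plate controls were DMSO wells with enzyme plus substrate for no effect and substrate without enzyme for full effect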
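test system = LMPTP-A | amount = 0.625 nM LMPTP-A final | reagent = fluorogenic phosphatase substrate OMFP at 400 µM final | incubation = 50 min at room temperature | benchmarks = no-enzyme low control, uninhibited high control | medium = Bis-Tris pH 6.0, DTT, detergent | signal = fluorescence intensity of OMFP turnover product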
Scp-1 inhibitor: inhibitors of human Scp-1 phosphatase; AID 493091; Recombinant Scp1, phosphopeptide, malachite green phosphate absorbance; 0.88% of 340,000 active; inhibition, % at 20 µM;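 active means inhibition above about 50% at 20 µM, limit read from the data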;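 further: plate controls were DMSO wells with enzyme for no effect and wells lacking enzyme for full effect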
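Material: truncated SCP-1 phosphatase (76-261aa) / Buffer or medium: 50 mM Tris acetate pH 5.5, 0.005% Tween-20, 10 mM MgCl2 / Compound dosing: one concentration, 20 µM, with 1.0% DMSO / Incubation: 45 min room-temperature reaction, 5 min colour, 30 min stabiliser / Detection: colorimetric free-phosphate detection, absorbance 630 nm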
STEP block: blocks human striatal-enriched tyrosine phosphatase; recombinant STEP, OMFP fluorogenic substrate, fluorescence; P54829; AID 588621; 0.25% of 360,000 active; inhibition, % at 20 µM;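 active means inhibition at 20 µM, scaled per plate between control wells, above about 37%, limit read from the data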;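 further: 0% = DMSO with enzyme and substrate and 100% = substrate only without enzyme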
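medium = Bis-Tris buffer pH 6.0, 2.5 mM DTT, 0.005% Tween 20 | test system = STEP (striatal-enriched tyrosine phosphatase) enzyme, cell-free | measure = normalized % inhibition | compound dosing = 20 µM, 1% DMSO | also added = 25 µM OMFP | schedule = reaction 20 min, ambient temperature | measured by = fluorescence read at 480 nm ex / 540 nm em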
Active calls of the source: *; nt = no result given.

SMILES	SUMO1-SIM PPI	E coli Lon inh	MsrA inhibitor	DNMT1 inh	Tb MetRS inh	NRP1-CendR mod	bovine MsrA act	LMPTP block	Scp-1 inhibitor	STEP block
CC1CCCC(C)N1CCNC(=O)Nc1ccc(Cl)cc1 (stereo unspecified)	-2.9	-5.0	-0.6	1.8	-0.2	-12.8	-3.8	-0.6	-2.8	0.1
COc1cccc(OC)c1C(=O)Nc1nnc(-c2cccs2)s1	-7.6	-5.8	1.2	-0.8	-0.1	-10.9	-4.3	0.1	-5.2	8.3
O=C(CN1CCSCC1)c1c[nH]c2ccccc12	1.6	-3.8	-1.0	0.3	1.9	-13.2	-2.5	2.2	5.2	0.8
O=C(CCC(=O)OCC(F)(F)C(F)F)Nc1ccccc1F	2.8	1.7	-0.1	0.1	-0.1	-0.2	-2.6	0.0	-8.3	0.2
COc1ncnc2c1ncn2CCCNCCN1CCOCC1	2.7	-2.2	-0.9	3.7	-0.8	1.0	-1.0	-4.2	nt	-1.2
CC1(C(=O)NS(=O)(=O)c2ccc(F)cc2F)CCN1C(=O)Cc1cccc2ccccc12 (stereo unspecified)	5.0	14.2	-0.5	-4.8	-0.1	-8.0	-1.6	-2.6	nt	-2.4
COc1cccc(N(Cc2nnc3n2CCCCC3)C(=O)Nc2ccccc2)c1	1.9	-2.8	-1.5	3.4	-0.5	9.5	-2.1	0.0	2.0	-0.1
O=C(Cn1c(=O)cnc2ccccc21)N1CCN(S(=O)(=O)c2ccc(F)cc2)CC1	0.4	-9.3	-0.5	-1.5	0.7	-11.2	-2.5	1.2	1.6	-1.0
CC1CCC(C(=O)NC(C(=O)NCc2cccnc2)C(C)C)CC1 (stereo unspecified)	1.4	-7.1	0.4	-0.1	-0.4	-0.4	-1.1	-1.5	-4.3	-4.1
O=Cc1ccc(O)cc1O	6.8	-6.3	2.8	6.1	-0.2	4.0	-2.6	-1.6	4.1	-1.8
CCCn1c(NC(=O)CSCC(=O)Nc2cc(C)on2)nc2ccccc21	3.5	21.6*	-0.5	2.4	-0.5	-3.2	-5.2	-0.6	2.2	1.8
COc1ccccc1C(=O)NC(=S)Nc1ccc(NC(=O)c2cccs2)cc1	2.9	-8.0	-0.1	7.7	-0.3	-6.8	0.9	1.7	-9.7	-3.2
COc1cc2nc(C3CCC3)nc(N3CCN(c4ccccn4)CC3)c2cc1OC	14.9	-3.4	nt	-9.2	-0.2	10.8	-2.9	12.8	-7.1	3.2
Cc1ccc(OCCSc2nnc(C)c(=O)n2N)cc1	14.8	0.5	-1.6	1.4	-0.7	7.9	-2.2	-0.5	-6.0	-2.8
CCCOc1c(Br)cc(C(N)=O)cc1OCC	-1.8	-1.4	0.3	0.3	-0.1	7.6	-3.4	-1.6	5.8	-0.7
COc1ccc(N(CC(=O)N2CCC(Cc3ccccc3)CC2)S(C)(=O)=O)cc1	1.6	-3.8	0.2	-1.4	-0.8	-3.3	-11.3	0.8	9.3	-1.8
CC1(C)Cc2noc(N)c2C(C)(C)N1O	0.5	0.1	-0.5	-1.7	-2.3	-2.9	-13.1	-0.7	2.7	-4.2
N#Cc1c(-c2ccc(Cl)cc2)ccn2nc(CCC(=O)O)nc12	-2.8	1.3	0.7	2.2	1.1	-10.7	-3.0	0.1	14.3	-0.9
CC(C)(C)C(=O)NC1(C(F)(F)F)NC(=O)N(Cc2ccccc2)C1=O (stereo unspecified)	1.8	-0.1	0.1	1.7	0.4	1.4	-1.3	-2.4	-8.9	-1.2
CCC(=O)n1nc(-c2ccc(OC)cc2)nc1SC	-1.5	-2.9	0.5	-0.9	0.0	4.8	1.6	1.2	-14.9	-2.8
O=C(CC(Cc1ccccc1)C(=O)O)Nc1ccccc1 (stereo unspecified)	4.1	0.2	0.8	-3.0	-0.4	10.0	-2.7	-1.3	-10.4	-1.7
COc1ccc(-c2cc3nc4n(c(=O)c3s2)CCC4)cc1	-23.5	-5.6	3.1	1.7	-0.7	1.8	-3.3	0.4	0.0	-4.6
Cc1ccc(NC(=O)CS(=O)CC(=O)NCCCc2ccccc2)cc1Cl (stereo unspecified)	3.2	-7.8	-0.2	-4.6	0.5	1.6	-1.6	0.1	28.7	1.7
O=C(O)/C(=N/NC(=O)c1ccc(Cl)cc1)c1ccccc1	-0.4	-7.8	0.3	1.3	-0.1	9.2	1.5	-2.0	-14.8	1.8
O=C(CCS(=O)(=O)c1cccs1)NC1CCCCCC1	1.4	-7.7	2.0	1.6	-0.5	0.9	-0.2	-2.2	-9.5	2.6

(next part)
SMILES	SUMO1-SIM PPI	E coli Lon inh	MsrA inhibitor	DNMT1 inh	Tb MetRS inh	NRP1-CendR mod	bovine MsrA act	LMPTP block	Scp-1 inhibitor	STEP block
Cc1ccc(NC(=O)c2sc3ncn(CC(=O)N4CCOCC4)c(=O)c3c2C)c(Br)c1	-38.5	-3.6	0.2	-2.2	-0.4	15.6	-1.0	-0.7	-2.4	-2.9
Cc1ccsc1C(=O)Nc1ccc(O)c(-c2nc3ccccc3s2)c1	-375.6	1.6	1.6	-3.5	-0.8	-47.4	-5.4	2.1	-0.7	-0.3
CCOc1ccccc1OCCCC(=O)Nc1ccc(S(=O)(=O)Nc2cc(C)nc(C)n2)cc1	3.6	-3.5	0.6	-1.4	-0.2	3.9	-2.1	0.8	-5.5	-1.8
CCCC(=O)NC(=S)Nc1ccc(C(C)=O)cc1	-3.0	2.1	-0.3	-1.2	0.5	-3.7	-1.3	-0.7	-6.8	-4.6
O=c1c2ccccc2ccc2ccccc12	-19.6	-10.8	0.6	3.7	-0.2	-1.2	-3.2	1.1	-12.1	0.3
S=C(NCCc1ccccc1)Nc1ccc(Br)cn1	0.2	-2.0	1.8	1.8	-0.8	-14.9	-5.2	0.4	-10.7	-3.5
Cc1ccc(/C=N/Nc2ccccn2)s1	-10.1	-2.3	2.2	1.1	-0.6	6.5	-7.1	1.8	-4.7	3.7
CC(/C=C/c1ccco1)=N\NC(=O)c1cccc(Cl)c1	-7.4	-8.2	0.7	-2.9	-0.6	-13.6	-3.5	-1.1	-7.6	-9.9
ONC(=Nc1ccccc1)c1ccccc1Cl	0.7	-9.1	0.1	-2.8	-0.2	-0.2	-5.0	-0.8	-8.4	2.4
O=C(CCC(=O)c1cccs1)Nc1nnc(C2CC2)s1	-0.8	-5.8	0.9	-4.9	-0.8	-1.3	-4.5	-1.2	0.4	2.0
Cc1cccc2sc(N3CCN(C(=O)c4cccs4)CC3)nc12	4.7	-3.5	-0.5	-3.3	-0.5	-2.6	-4.5	0.4	-0.4	1.1
Cc1ccc(F)cc1-c1nc(NC(C)C)nc2cc(-c3ccccc3)sc12	-0.6	-5.8	1.2	-3.5	-0.3	7.1	-4.3	1.7	nt	0.2
CCNC(=O)Nc1cc(OC)c(OC)cc1C(=O)O	3.5	-6.4	-0.5	0.3	-0.2	-3.4	-6.0	0.8	-7.4	-1.7
Clc1ccc(-c2nnc(NC3=NCCCCC3)o2)cc1	0.5	6.3	2.1	2.1	-0.7	0.8	-12.9	-0.1	-1.7	-2.4
COc1ccccc1C(=O)NC(CCSC)C(=O)OCC(=O)N1CCN(S(=O)(=O)c2ccc(C)cc2)CC1 (stereo unspecified)	3.6	-2.1	-0.4	3.5	-0.1	13.2	-2.4	-0.4	-10.4	0.9
CSc1ccc(S(=O)(=O)Nc2ccc(OCC(=O)N3CCOCC3)cc2)cc1	4.5	-4.8	-1.2	-2.0	-0.8	11.0	-4.9	0.4	-3.1	-3.5
CCOCCCNC(=S)N1CCC(C(=O)c2ccc3c(c2)OCCO3)CC1	1.6	0.6	2.1	-3.0	-0.4	-2.2	-1.5	-0.6	2.2	7.4
OCCC1CN(Cc2cn[nH]c2C2CCCCC2)CCN1Cc1ccccc1 (stereo unspecified)	0.0	-6.1	-0.4	-1.8	0.3	9.1	-1.1	-1.5	-9.6	-3.3
CCC(=O)c1cn(CCOc2ccccc2OC)c2ccccc12	4.1	-7.2	-0.1	-1.0	-0.6	-7.0	2.5	-1.2	-11.7	4.4
O=S(=O)(NCc1csc(-c2cccs2)n1)c1cccs1	-12.1	0.5	2.1	-0.5	0.3	34.8*	-1.9	0.4	36.4	1.3
CCN(CC)C(=O)C1=C(C)N(Cc2ccccc2)C(=O)C(CC(=O)NCc2ccco2)C1 (stereo unspecified)	-2.2	5.8	-0.1	6.7	-1.3	3.4	-1.4	-2.3	nt	-1.1
CC1CCc2c(sc(NC(=O)COC(=O)c3ccc(NC(=O)CC#N)cc3)c2C#N)C1 (stereo unspecified)	1.1	-20.0	1.4	-21.9	-0.4	-26.0	-3.7	1.1	-6.9	-2.5
N#Cc1cc(-c2ccccc2)cnc1Sc1ccccc1	0.5	-2.8	-0.1	1.6	0.0	8.7	-3.3	2.0	-12.9	-2.7
O=C(c1ccccc1)N1CCN(CC(O)COc2cccc3ccccc23)CC1 (stereo unspecified)	4.5	-4.1	0.7	-0.3	-0.7	2.0	-2.5	-1.1	-4.7	-2.6
NNC(=O)c1nc2ccccc2s1	-1.4	-1.2	2.2	1.7	-0.3	4.4	-1.7	-1.1	nt	0.6

Gathered by group, those above with two or more sulfur atoms
SMILES	SUMO1-SIM PPI	E coli Lon inh	MsrA inhibitor	DNMT1 inh	Tb MetRS inh	NRP1-CendR mod	bovine MsrA act	LMPTP block	Scp-1 inhibitor	STEP block
COc1cccc(OC)c1C(=O)Nc1nnc(-c2cccs2)s1	-7.6	-5.8	1.2	-0.8	-0.1	-10.9	-4.3	0.1	-5.2	8.3
COc1ccccc1C(=O)NC(=S)Nc1ccc(NC(=O)c2cccs2)cc1	2.9	-8.0	-0.1	7.7	-0.3	-6.8	0.9	1.7	-9.7	-3.2
O=C(CCS(=O)(=O)c1cccs1)NC1CCCCCC1	1.4	-7.7	2.0	1.6	-0.5	0.9	-0.2	-2.2	-9.5	2.6
Cc1ccsc1C(=O)Nc1ccc(O)c(-c2nc3ccccc3s2)c1	-375.6	1.6	1.6	-3.5	-0.8	-47.4	-5.4	2.1	-0.7	-0.3
O=C(CCC(=O)c1cccs1)Nc1nnc(C2CC2)s1	-0.8	-5.8	0.9	-4.9	-0.8	-1.3	-4.5	-1.2	0.4	2.0
Cc1cccc2sc(N3CCN(C(=O)c4cccs4)CC3)nc12	4.7	-3.5	-0.5	-3.3	-0.5	-2.6	-4.5	0.4	-0.4	1.1
COc1ccccc1C(=O)NC(CCSC)C(=O)OCC(=O)N1CCN(S(=O)(=O)c2ccc(C)cc2)CC1 (stereo unspecified)	3.6	-2.1	-0.4	3.5	-0.1	13.2	-2.4	-0.4	-10.4	0.9
CSc1ccc(S(=O)(=O)Nc2ccc(OCC(=O)N3CCOCC3)cc2)cc1	4.5	-4.8	-1.2	-2.0	-0.8	11.0	-4.9	0.4	-3.1	-3.5
O=S(=O)(NCc1csc(-c2cccs2)n1)c1cccs1	-12.1	0.5	2.1	-0.5	0.3	34.8*	-1.9	0.4	36.4	1.3
